sPLA2-III inh – Inhibits HGIII-sPLA2 liposome hydrolysis, primary screen; Q9NZ20; QFRET BODIPY PC-A2 liposome hydrolysis, fluorescence; inhibition, % at 12.2 µM; actives 0.56% (n = 370,000);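 active = inhibition above mean plus 3 SD of compounds lying within the high and low control bounds, cut at about 19% in these data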;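 note: 0% = median of test compound wells and 100% = no enzyme DMSO wells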
SMARCA2 act – SMARCA2 function activation, primary screen; MG213 cells, MMTV-luciferase reporter, dexamethasone, overnight; activation, % at 9.1 µM; AID 652017; actives 1% (n = 370,000); in the data active = activation above about 7.8%;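 note: 0% = vehicle wells and 100% = reference activator wells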
hgDAF-12 ag – hgDAF-12 agonism, primary luciferase screen. AID 687014. actives 1.8% (n = 370,000). HEK293 GAL4-hgDAF12 UAS-luciferase reporter, agonist luminescence; normalized to butyrate control. activation, % at 6.8 µM;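 active = activation above a cutoff set at the mean of all screened compounds plus 3 SD, cut at about 10% in these data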;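 note: 0% = DMSO wells and 100% = sodium butyrate wells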
GAA850 FXN act – activators of GAA850 frataxin (FXN) promoter; HEK293 lucGAA850 FXN promoter luciferase reporter, 24 h; percent of 10 µM SAHA response; activation, % at 6 µM; actives 0.56% (n = 360,000); AID 540364;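 active = activation above the average of all compounds screened plus 3 SD, cutoff fixed separately per campaign, cut at about 7.5% in these data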;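 note: 0% = DMSO wells and 100% = 10 µM SAHA wells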
DAX1 inh-1 – blocks DAX1 repression of SF-1 activated StAR promoter; AID 652010; inhibition, % at 6.8 µM; HEK293T StAR-luciferase reporter, SF-1/DAX-1 repression relief; actives 1.1% (n = 370,000);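 active = inhibition above the mean over all tested compounds plus 3 SD, cut at about 3.6% in these data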;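 note: 0% = DAX-1 cells with DMSO and 100% = cells lacking DAX-1 with DMSO; higher inhibition means more luminescence from relief of DAX-1 repression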
PLCb3 inh – PLC-beta3 (human) inhibition, primary screen; AID 720704; inhibition, % at 12.2 µM; Purified PLC-beta3, fluorogenic substrate, fluorescence; Q01970; actives 0.18% (n = 370,000); in the data active = inhibition above about 11%;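 note: 0% = median of compound wells on plate and 100% = full blocker control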
Target sequence (Q01970 whole entry, looked up): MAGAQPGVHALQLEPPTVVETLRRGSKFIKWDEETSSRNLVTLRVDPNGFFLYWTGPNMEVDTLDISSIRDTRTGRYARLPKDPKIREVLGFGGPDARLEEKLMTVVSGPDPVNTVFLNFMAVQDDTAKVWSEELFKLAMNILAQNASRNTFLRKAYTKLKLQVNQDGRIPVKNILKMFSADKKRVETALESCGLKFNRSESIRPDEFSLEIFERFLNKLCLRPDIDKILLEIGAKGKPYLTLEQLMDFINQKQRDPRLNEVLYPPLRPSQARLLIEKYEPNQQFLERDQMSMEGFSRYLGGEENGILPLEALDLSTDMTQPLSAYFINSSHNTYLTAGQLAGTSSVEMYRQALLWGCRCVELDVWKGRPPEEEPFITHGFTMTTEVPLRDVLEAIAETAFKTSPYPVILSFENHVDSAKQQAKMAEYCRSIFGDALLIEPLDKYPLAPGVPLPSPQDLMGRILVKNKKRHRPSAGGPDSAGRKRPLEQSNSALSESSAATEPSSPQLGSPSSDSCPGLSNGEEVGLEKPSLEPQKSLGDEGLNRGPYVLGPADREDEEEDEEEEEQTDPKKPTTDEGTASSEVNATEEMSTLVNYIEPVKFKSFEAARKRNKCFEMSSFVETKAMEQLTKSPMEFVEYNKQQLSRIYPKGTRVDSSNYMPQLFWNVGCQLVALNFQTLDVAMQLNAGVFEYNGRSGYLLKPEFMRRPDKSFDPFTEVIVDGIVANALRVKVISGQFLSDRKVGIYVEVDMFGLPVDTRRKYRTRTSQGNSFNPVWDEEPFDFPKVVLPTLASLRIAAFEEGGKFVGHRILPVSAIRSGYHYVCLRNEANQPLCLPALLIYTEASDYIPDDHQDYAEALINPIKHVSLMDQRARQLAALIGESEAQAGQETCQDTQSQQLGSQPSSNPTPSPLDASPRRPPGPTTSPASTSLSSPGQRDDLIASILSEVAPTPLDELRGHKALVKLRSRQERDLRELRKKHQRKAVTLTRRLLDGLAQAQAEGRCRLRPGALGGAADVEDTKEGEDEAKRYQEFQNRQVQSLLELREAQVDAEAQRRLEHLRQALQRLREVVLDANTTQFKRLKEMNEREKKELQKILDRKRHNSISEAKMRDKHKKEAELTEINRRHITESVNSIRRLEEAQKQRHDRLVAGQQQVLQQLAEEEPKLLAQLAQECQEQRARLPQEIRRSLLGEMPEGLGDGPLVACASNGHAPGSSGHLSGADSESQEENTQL
Rev-erbA mod – modulators of human Rev-erb alpha DNA binding. P20393. Rev-erbα–FITC-DNA binding, fluorescence polarization, 90 min. activity, % at 10 µM. actives 0.79% (n = 370,000);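 active = activity above about 14%, limit read from the data; passing the limit was not always enough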;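 note: 0% = DMSO wells with 35 nM protein and 100% = DMSO wells with 750 nM protein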
ssDAF12 agonist – S. stercoralis DAF-12 activation, primary screen; actives 1% (n = 370,000); activation, % at 6.8 µM; HEK293 ssDAF-12/GRIP1 lit1-tk-luc reporter, luminescence; % of 3 µM dafachronic acid response; AID 652126;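 active = activation above the mean over all tested compounds plus 3 SD, cut at about 0.9% in these data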;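 note: 0% = DMSO-only wells and 100% = 3 µM delta7-dafachronic acid wells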
DAX1 inh-2 – NR0B1 (DAX1) inhibition; P51843; HEK293 Gal4-DAX1 luciferase reporter, luminescence; inhibition, % at 6.75 µM; actives 0.99% (n = 340,000); AID 504766;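 active = inhibition above the mean over all tested compounds plus 3 SD, cut at about 4.2% in these data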;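 note: 0% = DAX1-transfected cells with DMSO and 100% = empty-vector control cells with DMSO; inhibition shows as a rise in luminescence from relieved DAX1 repression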
PG9 Ab binder – small molecules binding HIV-1 gp120 antibody PG9; inhibition, % at 6.7 µM; actives 0.43% (n = 360,000); TR-FRET gp120-PG9 antibody binding; in the data active = inhibition above about 8.5%
hcDAF12 agonist – H. contortus DAF-12 activation, primary screen. HEK293 hcDAF-12 lit1-tk-luc reporter, luminescence; 0% DMSO, 100% Δ7-dafachronic acid. actives 1.4% (n = 370,000). AID 652067. activation, % at 6.8 µM;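 active = activation above the mean of all tested compounds plus 3 SD, cut at about 5.5% in these data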;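 note: 100% = response to 3 µM Δ7-dafachronic acid high control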
An asterisk follows results filed as active; i = inactive; · = no result given. No enrichment for hits. Share with any hit: about 7%.

SMILES	sPLA2-III inh	SMARCA2 act	hgDAF-12 ag	GAA850 FXN act	DAX1 inh-1	PLCb3 inh	Rev-erbA mod	ssDAF12 agonist	DAX1 inh-2	PG9 Ab binder	hcDAF12 agonist
CC(C)COc1ccc(C(=O)Nc2cc(S(=O)(=O)N3CCOCC3)ccc2N2CCCC2)cc1	6	-4	1.8	0.1	-1.5	-12	-2	-1.3	-0.4	1.8	-0.9
O=c1oc(-c2ccco2)nc2ccccc12	2	-4	-0.2	-0.6	0.1	-2	0	-1.4	1.7	0.2	-0.6
Cc1ccc2nc(CSc3nc(C)nc4c3oc3ccccc34)[nH]c2c1	-14	1	-2.4	1.1	-1.1	-22	-1	-1.6	-2.0	-4.0	-2.0
Cc1ccccc1N1CC(C(=O)Nc2ccc(S(=O)(=O)N3CCOCC3)cc2)CC1=O (configuration not stated)	-11	-3	-0.9	1.7	0.0	-4	-1	-1.4	-0.4	-1.6	1.4
O=C(Nc1cc(Cl)cc2c1-c1ccc(Cl)cc1C2O)C(Cl)Cl (configuration not stated)	-4	-4	-1.3	0.4	-0.7	-2	0	-0.9	0.6	-1.6	1.2
COc1ccc2cc(CN(CCO)C(=O)c3ccccc3F)c(=O)[nH]c2c1	4	2	-2.0	2.6	-0.5	-3	3	-0.8	-0.1	1.4	-2.1
O=CN1CCN(C(=O)CN2C(=O)c3ccccc3C2=O)CC1	0	1	0.6	-2.7	0.5	-1	-4	-1.1	-0.6	-0.2	0.5
COc1ccc(C)cc1NC(=O)CC1COc2ccccc2O1 (configuration not stated)	-3	2	-1.1	-1.1	-0.1	2	-1	-1.5	-1.0	-2.6	-2.2
O=C(COc1ccc(-c2ccccc2)cc1)N1CCN(C(=O)c2cccnc2)CC1	1	1	0.6	-0.8	-0.4	1	4	-1.6	-0.1	-0.1	3.9
Cc1cccc(N(CC(=O)NC2CC2)S(=O)(=O)c2ccc(Cl)cc2)c1	-7	1	-2.1	-1.1	-0.7	-1	1	-0.4	2.5	-2.2	-2.8
CCOc1ccc(NS(=O)(=O)c2cc(C(=O)NCCN3CCOCC3)ccc2C)cc1	-10	4	2.2	2.7	-0.7	4	3	-1.4	-1.1	-0.7	-1.8
Cc1nn(-c2ccccc2)c2[nH]c(=O)c(CNCC3CCCO3)cc12 (configuration not stated)	0	1	2.5	0.7	-0.7	-32	5	-1.1	0.7	0.1	-2.0
O=C(N1CCCCC1)N1CCC(c2nc3ccccc3[nH]2)CC1	11	-4	-1.4	2.1	0.4	-7	5	-0.5	-0.1	-0.5	-1.4
CN1C(=O)c2cccc3c(S(=O)(=O)Nc4ccccc4F)ccc1c23	-6	-2	-0.8	-1.5	-0.3	-78	4	-0.5	3.5	2.2	-1.2
NC(=O)/C(=C\c1ccco1)NC(=O)c1ccc(Br)o1	-3	0	1.1	1.4	-0.6	-17	-2	-1.8	1.4	-2.6	-0.4
COCc1cc(C)nc(OCC(=O)N/N=C/c2ccc(-c3cc([N+](=O)[O-])ccc3Cl)o2)c1C#N	3	1	-4.3	-1.4	-0.2	3	4	-1.2	0.1	-1.0	0.2
Cc1cc(N2C(=O)CC(N3CCN(c4ccc(C(=O)c5cccs5)cc4)CC3)C2=O)no1 (configuration not stated)	9	2	6.7	-0.2	0.3	-58	0	-1.3	0.8	0.9	-0.5
Brc1ccc2nc(C3CCCCC3)c(CC3CCCCC3)n2c1	5	-3	-2.1	·	-1.1	-3	3	-0.8	·	1.9	-0.6
O=C(NCC(c1cccs1)N1CCOCC1)c1cnc(Cl)c(Cl)c1 (configuration not stated)	4	3	-0.1	-0.1	2.0	-5	3	-1.1	1.3	0.6	-0.3
CC(=O)c1cc(C#N)c(N2CCOCC2)nc1C	1	-4	4.0	2.0	-0.3	2	-4	-1.1	0.9	-0.2	-0.2
CN(CC(CC(=O)O)c1ccccc1)S(=O)(=O)c1ccc(Br)cc1 (configuration not stated)	3	0	0.1	2.4	1.1	-4	-9	-0.9	-0.3	1.8	1.3
CCC(=O)Nc1ccc(Oc2ccc3c(c2)C(=O)N(c2ccc(O)cc2)C3=O)cc1	-42	-5	-0.8	-2.6	-1.0	6	-1	-0.9	0.2	-3.5	-1.9
CCOC(=O)Cn1nnnc1CN(CCc1ccccc1)Cc1cc2cc(CC)ccc2[nH]c1=O	-29	1	-1.6	6.7	-0.7	-7	0	-2.0	0.3	-2.0	-2.3
O=C(COc1ccc([N+](=O)[O-])cc1)Nc1cc(S(=O)(=O)N2CCCCC2)ccc1N1CCCCC1	-6	-1	4.0	-0.2	-2.6	-2	-6	-0.3	-0.3	-1.2	-1.0
O=C(Nc1ccccc1)[C@@H]1[C@@H]2C(=O)N(c3ccc(F)cc3)C(=O)[C@@H]2[C@H]2C=CC=NN21	-10	0	1.3	1.0	-0.2	-31	-1	0.4	2.4	-0.4	1.7
The results go on:
SMILES	sPLA2-III inh	SMARCA2 act	hgDAF-12 ag	GAA850 FXN act	DAX1 inh-1	PLCb3 inh	Rev-erbA mod	ssDAF12 agonist	DAX1 inh-2	PG9 Ab binder	hcDAF12 agonist
O=C(Nc1ccccc1Oc1ccccc1)c1ccc(Br)o1	-4	0	2.0	-2.8	0.0	-3	-1	-1.4	0.2	-0.5	-0.3
Nc1[nH]c(C(=O)c2ccccc2)c(-c2ccc(Cl)cc2Cl)c1C(=O)NCCC1=CCCCC1	15	·	0.2	·	·	-2	-8	-1.8	·	·	0.2
COc1ccc(-c2cc(C(=O)NCC3CCCO3)c3cc(C)ccc3n2)cc1 (configuration not stated)	-1	3	6.8	7.6*	0.9	i	-1	-0.9	-0.6	-0.1	-0.7
Nc1nc(Cl)cc(Sc2ccc(F)cc2)n1	-3	-1	-1.9	3.3	0.7	7	4	-1.1	0.6	-1.6	0.8
O=c1[nH]c2cc3c(cc2cc1C(c1nnnn1Cc1ccccc1)N1CCCCCC1)OCCO3 (configuration not stated)	0	-3	3.0	0.2	-0.1	-6	0	-0.6	1.3	0.4	-0.8
CCN1C(=O)/C(=C\N2CCN(c3cccc(Cl)c3)CC2)SC1=S	2	0	-0.8	1.6	0.2	1	877*	-1.5	-0.5	-0.1	0.1
COc1ccc(-c2sc3cc(OC)c(OC)cc3c2C#CCCO)cc1	-44	-1	-1.5	3.0	-0.8	-35	4	-1.8	-1.1	-0.1	-2.4
Cc1ccc(Cl)cc1N1CCN(C(=O)c2cc3c(=O)[nH]c4ccccc4c3n2C)CC1	2	1	-0.5	0.2	-0.6	3	3	-1.6	-0.9	-1.5	-2.6
CC(=O)c1cccc(NC(=O)C(C)OC(=O)CCn2c(C)csc2=O)c1 (configuration not stated)	0	-2	0.6	1.0	-1.2	-7	-3	-0.7	0.3	-0.6	-0.8
O=C(Nc1nncs1)C1(c2ccccc2)CCCC1	0	0	0.4	1.4	-1.1	2	2	-0.9	-0.4	-0.4	1.8
OCCC#Cc1ccc(N2C(c3ccsc3)=Cc3ccc(F)cc3C2c2c[nH]c3ccccc23)cc1 (configuration not stated)	9	-4	8.1	·	-1.2	-99	5	0.2	·	-3.3	3.4
COc1ccc(NC(=O)c2cc(-c3ccncc3)nc3ccccc23)c(OC)c1	1	-1	-0.4	0.0	-0.4	-1	4	-0.5	-0.4	-2.0	1.3
CCOc1cc(NC(=O)c2cccs2)c(OCC)cc1NC(=O)CCC(=O)NCCN1CCOCC1	14	-5	2.6	2.5	-0.5	-7	-1	-1.8	0.3	-2.5	-0.5
Cc1ccc(N2C(=O)N(CC(=O)c3cc(C)ccc3C)C(=O)C2C)cc1 (configuration not stated)	-11	-3	-2.9	3.0	-0.8	3	-2	-0.7	-0.3	1.9	-2.6
COc1ccc(CCC(=O)Nc2ccc(Cn3ccnc3)cc2)cc1	-10	-1	0.3	2.4	0.2	-6	-7	-1.2	-1.1	-1.8	-0.9
O=C(CNC(=O)c1ccccc1)OCC(=O)c1c[nH]c2ccccc12	-5	-1	2.0	-0.8	-0.2	-2	-9	0.3	-0.1	-1.6	4.7
C=CCNC(=O)c1c2c(nc3ccccc13)-c1ccccc1CC2	0	-2	-1.7	-2.5	-1.1	-3	0	-1.2	0.2	-2.1	-0.9
O=C(O)CCc1ccc(-c2ccc(Cl)cc2)n1Cc1ccco1	-23	3	-0.8	3.1	0.7	-28	-6	-1.0	-0.5	-1.8	-1.9
COc1ccc(OC)c(NC(=O)Cn2cc(C(=O)c3ccco3)c3ccccc32)c1	-19	-3	-1.9	-3.5	-0.7	-14	8	-1.9	-1.9	-1.6	-1.1
Cc1ccccc1N=C/C=C1\N(C)c2ccccc2C1(C)C	3	-4	-3.2	0.5	-0.5	-6	0	-0.7	-0.2	1.0	-0.2
O=C(CNC(=O)c1ccc(S(=O)(=O)N2CCCC2)cc1)N/N=C/c1c(Cl)cccc1Cl	-17	-5	-2.7	-0.4	-1.3	3	-3	-1.5	-0.6	-0.6	-3.5
CCOc1ccc(-c2nc(CN3CCCCC3CCn3cccn3)c(C)o2)cc1 (configuration not stated)	-8	1	3.5	1.9	0.3	-7	-3	-1.3	0.9	-0.7	2.3
C/C(=N\NC(=O)c1ccncc1)c1cccs1	1	2	4.3	1.9	1.3	0	-1	-1.2	2.1	-1.1	-0.7
O=[N+]([O-])c1ccc2nc(-c3ccccc3)cc(-c3ccccc3)c2c1	-20	-1	3.6	1.8	0.3	5	12	-1.4	0.5	-0.5	-1.3
CCOc1ccc(C(=O)Nc2ccc(C(=O)N3CCOCC3)cc2)c(OCC)c1	1	-3	-0.7	-0.4	-1.0	-14	4	-0.9	-0.4	-1.0	-3.3
(continued)
SMILES	sPLA2-III inh	SMARCA2 act	hgDAF-12 ag	GAA850 FXN act	DAX1 inh-1	PLCb3 inh	Rev-erbA mod	ssDAF12 agonist	DAX1 inh-2	PG9 Ab binder	hcDAF12 agonist
CC(C)N1CC2(CC(c3ccccc3F)=NO2)CN1C(=O)c1ccc(C(C)(C)C)cc1 (configuration not stated)	3	-2	4.4	4.0	2.5	9	2	-0.2	0.6	1.4	2.9
NS(=O)(=O)c1ccc(NC(=O)COC(=O)C2CC(=O)N(Cc3ccccc3)C2)cc1 (configuration not stated)	1	-4	1.2	2.3	-0.3	2	1	-0.8	0.9	-1.5	1.6
COc1ccc(OC)c(NC(=O)Cc2csc(NC(=O)Nc3ccccc3OC)n2)c1	-20	-1	-3.5	-3.6	-2.1	-7	1	-1.4	-2.0	0.0	-2.3
Cc1ccc(C(=O)Nc2cccc(C(=O)N3CCN(C)CC3)c2)cc1	0	2	8.6	3.8	0.5	3	-5	-0.5	-0.8	1.8	0.4
Cc1cc(C(=O)N[C@@H](c2ccccc2)[C@]2(C)C[C@H]2[C@@H](C)C(=O)Nc2ccc3ccccc3c2)no1	-22	0	-0.1	-1.9	-0.3	-5	-1	-1.1	-0.2	0.3	-0.8
COc1cc2c(=O)n(CC3CCCO3)c(=O)n(CC(=O)Nc3ccccc3)c2cc1OC (configuration not stated)	9	-2	-1.0	-0.5	-0.9	-5	-3	-0.9	-0.2	1.1	0.4

Screening results deposited in PubChem by several laboratories.
